Source: PubChem (several laboratories)
Mdm2 ligase inh: Mdm2 E3 ligase (human) inhibition; signal enhancement, % at 5 µM; Q00987; AID 1230; hit rate 0.11% among 210,000; cell-based MDM2 ubiquitination luciferase reporter, 2 h; 0 = plate control, 100 = twice control, blank-subtracted;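 active means signal enhancement of 30% or more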;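 further: luminescence tracks abundance of the self-degrading MDM2-luciferase fusion protein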
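system = mammalian cells stably expressing self-ubiquitinating, self-degrading MDM2 E3–luciferase fusion | quantity = 2000 cells per well seeded | incubation = 4 h cell settling then 2 h compound exposure, 37 °C | signal = SteadyLite luminescence, 15 min reagent step | benchmarks = plate control and blank wells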
m-calpain inh: inhibitors of pig calpain II | hit rate 0.37% among 220,000 | AID 1236 | purified calpain II, fluorogenic peptide substrate, 30 min | inhibition, % at 16 µM;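 active means inhibition above about 50%, limit read from the data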
TNF death inh: inhibitors of TNF-alpha induced necroptosis in Jurkat FADD-/- cells; Jurkat FADD-/- TNF necroptosis rescue, ATP luminescence, 24 h; 0 = TNF only, 100 = no-TNF cells; activation (protection from cell death), % at 10 µM; hit rate 0.068% among 220,000;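 active means activation, meaning protection from cell death, of at least 50% relative to plate controls; inactive means activation below 50%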;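 further: necroptosis triggered by 40 ng/mL TNF-alpha added together with compound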
EBV gp42 inh: inhibitors of Epstein-Barr virus glycoprotein 42 | Q1HVG2 | Fluorescence polarization binding assay, mP read-out | inhibition, % (tested at 21.74 µM) | hit rate 0.42% among 220,000; in the data active means inhibition above about 50%
KCC2 mod: modulates chloride dependent transport by human KCC2. Q9H2X9. KCC2 cells, thallium flux FluoZin-2 fluorescence. hit rate 2.2% among 190,000. B-score of Tl+ flux slope (higher = more flux/activation; lower = inhibition) at 10 µM. AID 1456;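 active means thallium flux slope and its plate-corrected score both differing from the plate sample mean at a set confidence after two filtering rounds, in either direction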;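 further: slope of fluorescence scaled to starting intensity during 10 to 20 s after thallium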
Target sequence (Q9H2X9 whole entry, looked up): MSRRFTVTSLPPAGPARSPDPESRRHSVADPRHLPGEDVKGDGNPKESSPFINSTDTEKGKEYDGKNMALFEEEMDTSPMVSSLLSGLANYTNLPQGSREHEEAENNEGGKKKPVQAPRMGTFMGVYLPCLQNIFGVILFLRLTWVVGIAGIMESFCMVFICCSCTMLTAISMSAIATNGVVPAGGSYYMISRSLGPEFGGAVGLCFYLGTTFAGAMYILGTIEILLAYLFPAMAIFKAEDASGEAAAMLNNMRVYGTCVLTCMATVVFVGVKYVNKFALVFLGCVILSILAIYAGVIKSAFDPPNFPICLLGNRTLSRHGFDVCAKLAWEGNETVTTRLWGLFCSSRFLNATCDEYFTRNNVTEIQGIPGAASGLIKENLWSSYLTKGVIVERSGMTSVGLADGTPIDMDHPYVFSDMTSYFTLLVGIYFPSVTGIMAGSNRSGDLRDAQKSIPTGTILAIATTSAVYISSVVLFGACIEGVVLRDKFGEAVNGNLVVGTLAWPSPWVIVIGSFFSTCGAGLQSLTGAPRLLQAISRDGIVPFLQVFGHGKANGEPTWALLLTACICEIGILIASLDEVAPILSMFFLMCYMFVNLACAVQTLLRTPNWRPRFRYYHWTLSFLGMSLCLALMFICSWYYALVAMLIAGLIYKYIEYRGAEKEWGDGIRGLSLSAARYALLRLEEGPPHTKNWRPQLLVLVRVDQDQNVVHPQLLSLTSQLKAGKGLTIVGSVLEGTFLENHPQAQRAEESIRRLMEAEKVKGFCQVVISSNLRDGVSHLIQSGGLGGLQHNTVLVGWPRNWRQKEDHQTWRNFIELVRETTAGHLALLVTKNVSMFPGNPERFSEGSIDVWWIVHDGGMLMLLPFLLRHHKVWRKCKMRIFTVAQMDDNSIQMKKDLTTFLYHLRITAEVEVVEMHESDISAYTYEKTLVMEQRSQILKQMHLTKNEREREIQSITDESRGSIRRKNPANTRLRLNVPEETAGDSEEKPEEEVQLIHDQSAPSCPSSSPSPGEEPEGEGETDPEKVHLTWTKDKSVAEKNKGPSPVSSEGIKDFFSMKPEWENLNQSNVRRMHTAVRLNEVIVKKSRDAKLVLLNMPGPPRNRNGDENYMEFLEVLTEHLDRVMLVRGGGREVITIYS
eIF4E-4G inh: blocks eIF4E binding to eIF4G; P63073+Q04637; TR-FRET eIF4E-eIF4GI(517-606) binding, 2 h; inhibition, % at 21.7 µM; hit rate 0.37% among 220,000;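 active means inhibition above about 30%, limit read from the data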;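 further: 0% = full FRET control wells and 100% = background wells lacking eIF4GI fragment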
zVAD death inh: blocks zVAD induced death of L929 cells; hit rate 0.38% among 220,000; L929 zVAD necroptosis rescue, ATP luminescence, 24 h; with zVAD 60 µM; viability rescue, % at 10 µM;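 active means activation, scaled between plate controls, above about 75%, limit read from the data; inactive means activation under that limit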;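 further: 0% = zVAD with DMSO and 100% = DMSO alone without zVAD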
Rad51 HR inh: Rad51 (human) homologous recombination inhibition; Q06609; hRad51 DNA strand exchange, fluorescence dequenching; inhibition, % at 10 µM; hit rate 0.085% among 200,000; AID 1385;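 active means inhibition above 40% at the single screening dose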;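 further: 0% = DMSO control wells and 100% = blanks with heterologous ssDNA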
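Material: hRad51 filaments on single-stranded DNA; Reagent: Donor/quencher-labelled 47-bp dsDNA substrate; Compound: 10 µM final, single point; Schedule: 37 °C 15-min filament assembly, 30-min compound preincubation, 15-min exchange; Technique: FRET fluorescence, excitation 485 nm, emission 520 nm; Benchmarks: control wells and blank wells on each plate.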
PERK inh: blocks human PERK kinase. CHO PERK-DD fusion, SEAP luminescence translation reporter. inhibition, % at 5.6 µM. hit rate 0.17% among 220,000;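 active means inhibition above the mean inhibition of all tested compounds plus 3 SD, set separately per screening campaign, cut at about 2.9% in these data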;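 further: PERK kinase domain activated by AP20187 dimerizer at 100 nM; 0% = DMSO with dimerizer and 100% = rapamycin at 8.4 µM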
An asterisk follows results filed as active; [ ] = another dose, or the depositor's remark. Compounds were not picked by outcome; any-hit rate near 3.6%.

What do the screens show for `Cc1cccc(C(=O)OCC(=O)NCC(C)C)c1O`?
Mdm2 ligase inh: 5; m-calpain inh: -16; TNF death inh: 0.4; EBV gp42 inh: -6; KCC2 mod: -0.56; eIF4E-4G inh: -1; zVAD death inh: 2.0; Rad51 HR inh: 1; PERK inh: 1.6

Results for O=C(/C=C/Nc1cccc(O)c1)c1ccccc1 ?
Mdm2 ligase inh: -8; m-calpain inh: -24; TNF death inh: -4.0; EBV gp42 inh: -11; KCC2 mod: -1.6; eIF4E-4G inh: 1; zVAD death inh: 2.3; Rad51 HR inh: -3; PERK inh: -0.5

Results for Cc1cc(C(F)F)n2nc(C(=O)Nc3sc4c(c3C#N)CCC(C)C4)nc2n1 (configuration not stated) ?
Mdm2 ligase inh: -25; m-calpain inh: -29; TNF death inh: -0.7; EBV gp42 inh: -4; KCC2 mod: 0.017; eIF4E-4G inh: 2[fluorescence artefact?]; zVAD death inh: 0.1; Rad51 HR inh: -4; PERK inh: 1.4

What do the screens show for `CCN1C(=O)c2cccc3c(S(=O)(=O)Nc4ccccc4)ccc1c23`?
Mdm2 ligase inh: -16; m-calpain inh: -8; TNF death inh: -5.9; EBV gp42 inh: -12; KCC2 mod: -0.62; eIF4E-4G inh: -1; zVAD death inh: 0.6; Rad51 HR inh: 2; PERK inh: -0.9

What do the screens show for `COc1ccc2[nH]c(=O)c(C(c3nnnn3CC3CCCO3)N3CCCCC3)cc2c1` (configuration not stated)?
Mdm2 ligase inh: -2; m-calpain inh: -145; TNF death inh: 1.6; EBV gp42 inh: 2; KCC2 mod: -1.5; eIF4E-4G inh: 1; zVAD death inh: 1.6; Rad51 HR inh: 12; PERK inh: 0.5

Results for O=C(COc1ncnc2sccc12)NC1CCS(=O)(=O)C1 (configuration not stated) ?
Mdm2 ligase inh: 6; m-calpain inh: -29; TNF death inh: 0.3; EBV gp42 inh: -7; KCC2 mod: 0.5; eIF4E-4G inh: -4; zVAD death inh: 0.8; Rad51 HR inh: -1; PERK inh: 1.8

Results for Cc1ccc(NC2=CC(=O)CC(C)(C)C2)c(N)c1 ?
Mdm2 ligase inh: 7; m-calpain inh: -24; TNF death inh: -0.3; EBV gp42 inh: 0; KCC2 mod: 1.7; eIF4E-4G inh: 2; zVAD death inh: 1.1; PERK inh: 0.6

How did C/C(=N/NC(=O)c1cc(C(C)C)[nH]n1)c1cccs1 do in these assays?
Mdm2 ligase inh: -57; m-calpain inh: -19; TNF death inh: -1.8; EBV gp42 inh: 5; KCC2 mod: -2.3; eIF4E-4G inh: 1; zVAD death inh: 0.0; Rad51 HR inh: 11; PERK inh: -0.1

What do the screens show for `CCOc1cc(N2CCOCC2)c(OCC)cc1NC(=O)CN1C(=O)NC(C)(C2CC2)C1=O` (configuration not stated)?
Mdm2 ligase inh: -1; m-calpain inh: -17; TNF death inh: 0.9; EBV gp42 inh: -8; KCC2 mod: -0.57; eIF4E-4G inh: 4; zVAD death inh: 1.2; PERK inh: 0.0

Results for N#C/C(=C/c1ccc(-c2ccc(S(N)(=O)=O)cc2)o1)c1nc2ccccc2s1 ?
m-calpain inh: -79; TNF death inh: 1.7; EBV gp42 inh: 64*; KCC2 mod: -1.3; eIF4E-4G inh: 16[fluorescence artefact?]; zVAD death inh: 4.2; PERK inh: -0.9

Results for Cc1ccn2c(Nc3ccccc3C)c(-c3ccccn3)nc2c1 ?
Mdm2 ligase inh: 8; m-calpain inh: -14; TNF death inh: -3.6; EBV gp42 inh: -16; KCC2 mod: -0.048; eIF4E-4G inh: -5; zVAD death inh: 4.7; Rad51 HR inh: -25; PERK inh: 0.1

What do the screens show for `CN1CCN(c2nc(Nc3ccccc3)nc(N)c2[N+](=O)[O-])CC1`?
Mdm2 ligase inh: 0; m-calpain inh: 9; TNF death inh: -1.9; EBV gp42 inh: -6; KCC2 mod: 0.34; eIF4E-4G inh: -1; zVAD death inh: 0.7; PERK inh: 1.1

4 neighbouring entries out of the list so far, quoted:
What do the screens show for `CCOc1cc(N2CCOCC2)c(OCC)cc1NC(=O)CN1C(=O)NC(C)(C2CC2)C1=O` (configuration not stated)?
Mdm2 ligase inh: -1; m-calpain inh: -17; TNF death inh: 0.9; EBV gp42 inh: -8; KCC2 mod: -0.57; eIF4E-4G inh: 4; zVAD death inh: 1.2; PERK inh: 0.0

Results for N#C/C(=C/c1ccc(-c2ccc(S(N)(=O)=O)cc2)o1)c1nc2ccccc2s1 ?
m-calpain inh: -79; TNF death inh: 1.7; EBV gp42 inh: 64*; KCC2 mod: -1.3; eIF4E-4G inh: 16[fluorescence artefact?]; zVAD death inh: 4.2; PERK inh: -0.9

Results for Cc1ccn2c(Nc3ccccc3C)c(-c3ccccn3)nc2c1 ?
Mdm2 ligase inh: 8; m-calpain inh: -14; TNF death inh: -3.6; EBV gp42 inh: -16; KCC2 mod: -0.048; eIF4E-4G inh: -5; zVAD death inh: 4.7; Rad51 HR inh: -25; PERK inh: 0.1

What do the screens show for `CN1CCN(c2nc(Nc3ccccc3)nc(N)c2[N+](=O)[O-])CC1`?
Mdm2 ligase inh: 0; m-calpain inh: 9; TNF death inh: -1.9; EBV gp42 inh: -6; KCC2 mod: 0.34; eIF4E-4G inh: -1; zVAD death inh: 0.7; PERK inh: 1.1

Next compounds follow:
Results for Cc1ccc(-c2nc3sc(C(N)=O)c(N)c3c3c2CCCC3)cc1 ?
Mdm2 ligase inh: -3; m-calpain inh: -230; TNF death inh: -2.8; EBV gp42 inh: 9; KCC2 mod: 0.18; eIF4E-4G inh: -3; zVAD death inh: 5.9; Rad51 HR inh: 10; PERK inh: 0.7

How did S=C(NC1CCCCC1)c1ccc2c(c1)OCO2 do in these assays?
Mdm2 ligase inh: -16; m-calpain inh: 2; TNF death inh: -1.5; EBV gp42 inh: -18; eIF4E-4G inh: 1; zVAD death inh: 0.0; Rad51 HR inh: -4; PERK inh: 2.0

What do the screens show for `COc1ccc(N2C(=O)CCC(C(=O)c3ccccc3)=C2C)cc1`?
Mdm2 ligase inh: -11; m-calpain inh: -1; TNF death inh: 0.7; EBV gp42 inh: -20; KCC2 mod: 0.18; eIF4E-4G inh: -4; zVAD death inh: 0.4; Rad51 HR inh: -24; PERK inh: 0.2

Results for Cc1ccc(SCC(=O)N2N=CCC2c2ccccc2)cc1 (configuration not stated) ?
Mdm2 ligase inh: -16; m-calpain inh: 3; TNF death inh: 68*; EBV gp42 inh: -4; KCC2 mod: -0.7; eIF4E-4G inh: 2; zVAD death inh: 6.8; Rad51 HR inh: 9; PERK inh: 1.3

How did Cc1nn(-c2ccccn2)c2nc(-c3cccs3)cc(C(=O)N3CCOCC3)c12 do in these assays?
Mdm2 ligase inh: 7; m-calpain inh: inactive; TNF death inh: -1.8; EBV gp42 inh: -7; KCC2 mod: -0.4; eIF4E-4G inh: 1; zVAD death inh: -0.1; Rad51 HR inh: 0; PERK inh: -1.3

How did CC(C)(C)C1CC=C2C(C#N)=C(N)C(C#N)(C#N)C(c3cccs3)C2C1 (configuration not stated) do in these assays?
TNF death inh: -13; KCC2 mod: 0.51; zVAD death inh: -0.6; Rad51 HR inh: -9; PERK inh: -0.7

What do the screens show for `Cc1nc(C)c(-c2ccccc2)c(=O)[nH]1`?
Mdm2 ligase inh: -17; m-calpain inh: -12; TNF death inh: -5.2; EBV gp42 inh: 6; eIF4E-4G inh: 2; zVAD death inh: -0.1; Rad51 HR inh: 8; PERK inh: 1.4

How did CCOC(=O)c1sc2ncn(/N=C/c3ccc(O)cc3)c(=O)c2c1C do in these assays?
Mdm2 ligase inh: -89; m-calpain inh: 7; TNF death inh: -3.0; EBV gp42 inh: 1; KCC2 mod: 0.3; eIF4E-4G inh: 3; zVAD death inh: -1.9; Rad51 HR inh: -7; PERK inh: -0.5

How did Cc1sc2ncnc(SCC(=O)N3c4ccccc4Sc4ccc(Cl)cc43)c2c1C do in these assays?
Mdm2 ligase inh: 6; m-calpain inh: -38; TNF death inh: -0.1; EBV gp42 inh: -4; KCC2 mod: -0.041; eIF4E-4G inh: 4[fluorescence artefact?]; zVAD death inh: 1.0; Rad51 HR inh: 28; PERK inh: 1.2

What do the screens show for `Cc1oc(-c2ccoc2)nc1CN(Cc1ccccc1)CC1CC1`?
Mdm2 ligase inh: -4; m-calpain inh: -29; TNF death inh: 1.4; EBV gp42 inh: -11; KCC2 mod: -1.2; eIF4E-4G inh: 2; zVAD death inh: -1.9; Rad51 HR inh: 1; PERK inh: 0.6

What do the screens show for `CCOC(=O)/C(C)=C1\NC(C)(C)Cc2ccccc21`?
Mdm2 ligase inh: -46; m-calpain inh: 2; TNF death inh: 0.5; EBV gp42 inh: -104; KCC2 mod: -2.2; eIF4E-4G inh: 1[fluorescence artefact?]; zVAD death inh: -0.4; Rad51 HR inh: -25; PERK inh: 2.1

Results for COc1ccc(N(CC(=O)N/N=C/c2ccc(OC3CSC3)cc2)S(=O)(=O)c2ccccc2)cc1 ?
Mdm2 ligase inh: 1; m-calpain inh: -28; TNF death inh: 3.8; EBV gp42 inh: 3; KCC2 mod: -0.3; eIF4E-4G inh: -5; zVAD death inh: 6.2; Rad51 HR inh: -1; PERK inh: 0.7

What do the screens show for `Cc1ccc2cc(C(c3nnnn3CC3CCCO3)N3CCc4ccccc4C3)c(=O)[nH]c2c1` (configuration not stated)?
Mdm2 ligase inh: 4; m-calpain inh: -12; TNF death inh: -2.3; EBV gp42 inh: -3; eIF4E-4G inh: -6; zVAD death inh: -0.2; Rad51 HR inh: -1; PERK inh: 1.7

What do the screens show for `COc1ccc(N2CCN(CCNC(=O)c3c(C)cc(=O)oc3C)CC2)cc1`?
Mdm2 ligase inh: -17; m-calpain inh: -30; TNF death inh: -4.5; EBV gp42 inh: -12; KCC2 mod: 0.067; eIF4E-4G inh: 4; zVAD death inh: -0.4; Rad51 HR inh: -1; PERK inh: -1.2

What do the screens show for `CCOC(=O)c1ccc2c(c1)N(Cc1ccccc1C)C(=O)c1ccccc1S2=O` (configuration not stated)?
Mdm2 ligase inh: 10; m-calpain inh: 24; TNF death inh: 2.1; EBV gp42 inh: -19; KCC2 mod: -0.19; eIF4E-4G inh: 4; zVAD death inh: -0.6; PERK inh: 1.0

Results for CN1CCN(C(=O)c2ccc(N3CCCC3=O)cc2)CC1 ?
Mdm2 ligase inh: -11; m-calpain inh: 14; TNF death inh: 0.3; EBV gp42 inh: -17; KCC2 mod: 1.3; eIF4E-4G inh: 2; zVAD death inh: 0.7; Rad51 HR inh: -1; PERK inh: 0.7

How did NC1=NC(=O)C2(COC(c3ccccc3Cl)OC2)S1 (configuration not stated) do in these assays?
Mdm2 ligase inh: -6; m-calpain inh: -3; TNF death inh: -1.5; EBV gp42 inh: -12; KCC2 mod: -0.38; eIF4E-4G inh: -1[fluorescence artefact?]; zVAD death inh: 0.1; Rad51 HR inh: 0; PERK inh: 0.0

Results for CCn1c(SCC(=O)N2CCc3ccccc32)nnc1-c1ccncc1 ?
Mdm2 ligase inh: -3; m-calpain inh: -19; TNF death inh: -0.1; EBV gp42 inh: -41; eIF4E-4G inh: -2[fluorescence artefact?]; zVAD death inh: 0.1; Rad51 HR inh: -3; PERK inh: -0.3
